Screening data as filed in PubChem.
FBA Mtb inh: inhibitors of M. tuberculosis fructose-bisphosphate aldolase; P9WQA3; purified M. tuberculosis FBA, fluorescence read-out; inhibition, % at 1 µM; hit rate 2.3% among 360,000; in the data active means inhibition above about 27%;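 further: 0% = vehicle and 100% = reference inhibitor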
Target sequence (P9WQA3 whole entry, looked up): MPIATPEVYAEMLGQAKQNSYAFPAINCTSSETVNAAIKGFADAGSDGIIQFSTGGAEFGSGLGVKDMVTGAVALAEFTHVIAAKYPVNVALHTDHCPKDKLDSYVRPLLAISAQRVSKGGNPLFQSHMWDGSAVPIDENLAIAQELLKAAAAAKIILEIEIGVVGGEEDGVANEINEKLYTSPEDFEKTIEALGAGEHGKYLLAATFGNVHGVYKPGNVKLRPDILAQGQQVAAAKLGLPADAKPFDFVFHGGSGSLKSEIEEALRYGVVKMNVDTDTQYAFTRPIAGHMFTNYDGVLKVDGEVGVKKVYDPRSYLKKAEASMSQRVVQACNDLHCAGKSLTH
GDH-TPI counter: counter-screen for M. tuberculosis FBA inhibitors: GDH-TPI coupled enzymes; GDH-TPI coupled enzyme counterscreen, NADH absorbance; inhibition, % at 4.8 µM; hit rate 1.2% among 360,000; AID 588335; in the data active means inhibition above about 30%;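 further: 0% = DMSO wells and 100% = wells lacking the enzyme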
BoNT-A LC inh2: blocks Botulinum neurotoxin A light chain protease; multiplex microsphere protease substrate cleavage, flow cytometry; inhibition, % at 10 µM; hit rate 0.17% among 360,000; further: plate controls were buffer without enzyme for full effect and enzyme alone for no effect
BoNT F protease: BoNT F light chain protease inhibition. Multiplex microsphere protease cleavage assay, flow cytometry. AID 588497. inhibition, % at 10 µM. hit rate 0.22% among 360,000; in the data active means inhibition above about 35%, passing the limit was not always enough; inconclusive means no clear call, values can overlap the other calls; further: plate controls were buffer without enzyme for full effect and enzyme alone for no effect
Mtb UGM inh: inhibitors of M. tuberculosis UDP-galactopyranose mutase; P9WIQ1; hit rate 0.06% among 320,000; AID 504406; inhibition, % at 10 µM; purified UGM, fluorescence polarization probe displacement; in the data active means inhibition above about 10%, passing the limit was not always enough; inconclusive means no clear call, values can overlap the other calls
Target sequence (P9WIQ1 whole entry, looked up): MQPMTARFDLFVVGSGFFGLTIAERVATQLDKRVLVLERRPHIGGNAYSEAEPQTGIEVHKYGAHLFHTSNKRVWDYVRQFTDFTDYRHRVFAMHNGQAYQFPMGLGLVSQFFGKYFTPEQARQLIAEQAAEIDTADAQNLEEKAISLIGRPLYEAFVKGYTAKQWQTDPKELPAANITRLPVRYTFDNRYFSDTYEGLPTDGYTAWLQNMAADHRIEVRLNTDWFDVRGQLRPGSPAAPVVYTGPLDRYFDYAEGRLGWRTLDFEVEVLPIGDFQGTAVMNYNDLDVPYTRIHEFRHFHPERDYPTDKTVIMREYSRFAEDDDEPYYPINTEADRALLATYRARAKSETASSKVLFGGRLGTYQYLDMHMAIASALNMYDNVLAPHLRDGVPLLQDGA
Mtb BioA inh: inhibitors of Mycobacterium tuberculosis BioA enzyme | purified M. tuberculosis BioA enzyme, plate reader | hit rate 0.096% among 360,000 | inhibition, % at 9.99 µM; in the data active means inhibition above about 40%; inconclusive means no clear call, values can overlap the other calls
PfHsp40 rescue: compounds rescuing yeast from Plasmodium falciparum HSP40 toxicity; S. cerevisiae expressing PfHsp40, growth rescue, ATP luminescence; growth rescue, % at 12.5 µM; hit rate 0.68% among 340,000; AID 504582; in the data active means growth rescue above about 28%, passing the limit was not always enough; inconclusive means no clear call, values can overlap the other calls;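 further: yeast W303a lacking pdr1 and pdr3 grown in galactose medium; growth measured after three days at 30 °C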
Anthrax LF prot: inhibitors of Bacillus anthracis lethal factor protease. P15917. inhibition, % at 10 µM. AID 588501. hit rate 0.12% among 360,000. multiplex microsphere protease cleavage assay, LF; further: plate controls were buffer without enzyme for full effect and enzyme alone for no effect
FadD28 FP inh: M. tuberculosis FadD28 bisubstrate binding inhibition | FadD28 bisubstrate probe binding, fluorescence polarization | inhibition, % at 12.5 µM | hit rate 0.22% among 360,000; in the data active means inhibition above about 8.5%, passing the limit was not always enough; inconclusive means no clear call, values can overlap the other calls
* = called active by the depositor; ? = inconclusive; · = not tested or not shown; + = active, no number. Unless noted, no stated cut-off is given here; in the data, active means inhibition above about 30%; inconclusive means no clear call, values can overlap the other calls; inactive means below that.

SMILES	FBA Mtb inh	GDH-TPI counter	BoNT-A LC inh2	BoNT F protease	Mtb UGM inh	Mtb BioA inh	PfHsp40 rescue	Anthrax LF prot	FadD28 FP inh
CCN(CC)CCN(C(=O)c1cc2c(ccc3ccccc32)oc1=O)c1nc2cc3c(cc2s1)OCCO3	+	11	2.2	0	0.1	-1.2	2.3	-1	-2.3
COC(=O)c1ccc(C)cc1C1CN=NC12Cc1cc(C)ccc1C2=O (stereo unspecified)	2	11	0.2	0	·	·	-0.8	-5	-1.7
O=C(C(=NNc1ccccc1)C(=S)Nc1ccccc1)c1ccccc1	-6	·	-1.8	-17	·	·	·	-5	-2.7
Cc1cc(C(=O)NCCc2ccc(S(N)(=O)=O)cc2)no1	-3	3	-0.4	-4	0.7	·	0.2	-1	-3.4
CC(=O)Nc1ccc(S(=O)(=O)NCCC(=O)NCc2ccncc2)cc1	0	3	0.6	8	-2.2	-1.0	-0.9	-1	-0.9
COc1cc(CNc2cccc(F)c2)cc(Br)c1O	4	14	-0.4	-5	-3.3	0.1	1.2	1	2.9
O=C(Cn1cc(C(F)(F)F)ccc1=O)N/N=C/c1ccccc1	0	-2	-0.4	-1	2.7	·	-2.2	-1	-0.6
CCCCn1nc(C(=O)Nc2ccc3c(c2)OCCO3)c2ccccc2c1=O	2	6	0.1	-8	1.0	-2.0	1.8	-4	0.3
COC(=O)C1=C(c2ccc(F)cc2F)C[C@@H]2CC[C@H]1N2C(=O)NCCCOC(C)C	-1	-3	0.1	0	1.9	-0.3	-1.3	-4	-4.6
CN(C)C(=O)CCc1ccc2c3c([nH]c2c1)[C@]1(CCC2CCCC2)[C@@H](C(=O)N2CCOCC2)C[C@H](CC(=O)NCCc2ccccn2)C(=O)N1CC3	-2	3	0.2	1	·	0.1	1.1	-2	-3.4
Cc1ccc(-c2cnc(C(O)c3ccc(Cl)c(Cl)c3)[nH]2)cc1 (stereo unspecified)	-2	-4	-0.5	-3	·	-0.2	·	-2	-6.8
COc1ccc(C(=O)NCCc2ccc(C)cc2)cc1OC1CCN(C(C)=O)CC1	-1	1	0.1	0	-2.5	2.9	2.4	8	-1.3
CC(C)C(NC(=O)C(C)N1C(=O)c2ccccc2C1=O)c1ccccc1 (stereo unspecified)	-1	10	-1.2	-1	0.5	-0.5	-1.8	0	0.1
Cc1ccc(S(=O)(=O)CCC(=O)Nc2cccc(Cl)c2)cc1	-3	-4	-0.9	4	1.4	1.8	-0.1	-8	0.6
Cc1ccccc1C(N)c1ccncc1 (stereo unspecified)	1	4	3.9	?	0.7	-2.6	-1.3	-12	-1.6
O=C(CC1SC(=O)N(Cc2ccccc2Cl)C1=O)Nc1nccs1 (stereo unspecified)	-2	-14	-0.8	4	-2.6	0.3	-1.4	0	-4.2
CCC(C)(C)NC(=O)C(c1cccs1)N(CC1CCCO1)C(=O)Cn1nnc2ccccc21 (stereo unspecified)	-1	-9	-1.0	-2	-0.7	·	0.9	0	-0.5
CCN(CC)c1ccc(NC(=O)c2cc3ccccc3o2)c(C)c1	0	2	-0.2	3	3.1	-1.2	-0.2	-4	-3.6
COc1ccc2c(c1)C13CCCC[C@@H]1C(C2)N(C)CC3 (stereo partly specified)	-1	7	0.1	-9	-2.6	0.3	-0.9	4	-3.1
CNc1snc(C)c1C(=O)OCC(=O)NCc1ccccc1OC	-4	-10	-0.2	-2	-0.1	·	-0.1	-4	-2.7

Full records from above.
`O=C(Cn1cc(C(F)(F)F)ccc1=O)N/N=C/c1ccccc1` in the list: FBA Mtb inh = 0; GDH-TPI counter = -2; BoNT-A LC inh2 = -0.4; BoNT F protease = -1; Mtb UGM inh = 2.7; Mtb BioA inh = ·; PfHsp40 rescue = -2.2; Anthrax LF prot = -1; FadD28 FP inh = -0.6
`CC(C)C(NC(=O)C(C)N1C(=O)c2ccccc2C1=O)c1ccccc1` (stereo unspecified) in the list: FBA Mtb inh = -1; GDH-TPI counter = 10; BoNT-A LC inh2 = -1.2; BoNT F protease = -1; Mtb UGM inh = 0.5; Mtb BioA inh = -0.5; PfHsp40 rescue = -1.8; Anthrax LF prot = 0; FadD28 FP inh = 0.1
`CN(C)C(=O)CCc1ccc2c3c([nH]c2c1)[C@]1(CCC2CCCC2)[C@@H](C(=O)N2CCOCC2)C[C@H](CC(=O)NCCc2ccccn2)C(=O)N1CC3` in the list: FBA Mtb inh = -2; GDH-TPI counter = 3; BoNT-A LC inh2 = 0.2; BoNT F protease = 1; Mtb UGM inh = ·; Mtb BioA inh = 0.1; PfHsp40 rescue = 1.1; Anthrax LF prot = -2; FadD28 FP inh = -3.4

Additional compounds follow.
SMILES	FBA Mtb inh	GDH-TPI counter	BoNT-A LC inh2	BoNT F protease	Mtb UGM inh	Mtb BioA inh	PfHsp40 rescue	Anthrax LF prot	FadD28 FP inh
CC(C)(C)NC(=S)NC(=O)C12CC3CCC(CC(C3)C1)C2	3	1	0.0	-4	-1.0	·	0.9	-3	0.3
CNC(=O)CSCc1cnn(-c2ccccc2)c1-n1cccc1	1	-2	0.0	-8	-0.2	1.5	-1.2	-1	-3.4
Nc1cc2c(cc1[N+](=O)[O-])OCCO2	-7	4	0.7	0	-1.4	-0.9	2.4	1	-1.4
CCCCn1c(SCC(=O)N2c3ccccc3CCc3ccccc32)nc2c1c(=O)n(C)c(=O)n2C	0	9	-0.5	9	-0.9	1.2	0.5	1	1.2
Cc1cc(=O)[nH]c(-n2[nH]c3c(c2=O)CCCC3)n1	-3	10	-1.4	8	3.2	-1.7	-0.2	3	-0.6
CCN(CC(=O)NCC1CCCO1)S(=O)(=O)c1ccc2ccccc2c1 (stereo unspecified)	0	5	-1.9	?	3.0	0.4	1.6	-4	-2.2
CCOC(=O)c1oc2ccc(CNC3CCCCC3)c(Cl)c2c1C	5	3	1.3	-14	-0.5	-1.3	1.8	0	-3.4
Cc1cc(C(=O)NNc2c(Cl)cccc2Cl)no1	0	-7	-0.3	-13	0.5	-1.2	0.6	-3	-0.6
Cc1ccc(-c2cc(C(=O)O)c3ccccc3n2)c(C)c1	8	21	-0.2	-3	4.8	-2.2	-0.8	-2	-1.5
Cc1ccc(S(=O)(=O)NCCNS(=O)(=O)c2ccccc2Br)cc1	-1	5	-0.2	-6	·	0.7	-0.5	-3	0.5
O=C(/C=C/C=C/c1ccccc1)CC1(O)C(=O)Nc2ccccc21 (stereo unspecified)	4	28	0.2	-9	-0.4	·	-0.6	4	-0.4
CCOc1ccc(NC(=O)CCCNC(=O)Cn2cnc3sc(C)c(C)c3c2=O)cc1	-2	10	-2.1	0	1.7	-1.7	0.7	-5	-0.8
CCOC(=O)c1csc(NC(=O)CN2CCN(C)CC2)n1	0	-6	-0.1	0	-1.1	-0.7	-2.4	0	-1.6
CN(C)CC1CCCCC1OC(=O)/C=C/c1ccc(Cl)cc1Cl (stereo unspecified)	2	3	-0.3	-5	0.2	·	7.1	-4	-3.9
CCOC(=O)C[C@H]1c2ccc(C(F)(F)F)cc2S(=O)(=O)N1Cc1ccccc1	-1	1	-0.2	-2	-3.1	-0.1	-2.3	7	-0.7
COc1cccc(C2CC(=O)Nc3c2c(=O)[nH]c2ncnn32)c1 (stereo unspecified)	-3	1	-0.1	2	-0.2	·	0.9	2	-0.3
Cc1cc(C)cc(NS(=O)(=O)c2ccc(NC(=S)NC(=O)c3cccs3)cc2)c1	3	8	2.1	30	-0.1	-0.3	1.7	9	2.5
CCn1cc(/C=C(\NC(=O)c2ccc(OC)c(OC)c2)C(=O)NCCCO)c2ccccc21	0	12	-0.5	-5	-0.5	·	-0.5	-2	-0.2
COc1ccc(NC(=O)/C(=C\c2ccc(OS(=O)(=O)c3ccc(C)cc3)cc2)NC(=O)c2ccccc2)cc1	0	21	0.0	-4	-2.2	0.4	-0.8	-6	-1.9
CN(C(=O)c1ccc(=O)n(Cc2ccc(Cl)cc2)c1)c1ccccc1	1	-2	0.2	3	1.3	2.2	1.6	-9	-5.4
N/C(=N\OC(=O)COc1ccc(Cl)cc1Cl)c1ccncc1	-1	-9	-0.9	0	·	·	?	-3	-3.2
CC[C@H](C)NC(=O)c1ccc(Cn2c(=S)[nH]c3c([nH]c4ccc(OC)cc43)c2=O)cc1	5	5	0.2	-1	2.6	·	1.0	-2	-2.1
C=C1[C@@H](C)[C@H]2[C@H](Cc3ccccc3)NC(=O)[C@]23OC(=O)/C=C/[C@H](O)CCC[C@@H](C)C/C=C/[C@H]3[C@@H]1O	-3	3	0.0	-1	-0.9	1.7	0.6	-2	-1.4
O=S(=O)(c1ccc2c(c1)OCCO2)N1CCN(S(=O)(=O)c2c(F)cc(F)cc2F)CC1	0	2	0.2	12	1.3	-1.8	-1.7	1	-0.3
COc1ccc2nc(Cl)c(/C=N/Nc3ccccn3)cc2c1	1	15	1.4	-16	2.4	-0.9	-1.0	-4	-1.8
CSc1ccc(S(=O)(=O)NC2CCCCC2)cc1	0	8	-0.2	-1	-2.0	1.3	1.6	-6	-0.8
CCOC(=O)CSc1n[nH]c(NC(=O)CC)n1	3	-7	-1.4	-3	-4.5	·	0.0	0	-1.0
O=C(COc1ncnc2c(Cl)cc(Cl)cc12)NC1CCCCCC1	-1	0	0.6	-2	0.1	-2.7	1.1	-1	-3.6
CC1(C)CN2C(=O)c3ccccc3C2(C)S1 (stereo unspecified)	-1	-1	-1.2	-7	0.3	·	0.5	-2	-3.7
CC1(C)CC(=NNC(=O)c2n[nH]c3c2CCC3)CC(C)(C)N1	-5	5	2.8	37*	-0.9	·	-0.2	-2	-1.3
Cc1cc(C)c(C)c(OCC(=O)N2CCOCC2)c1	0	-4	-0.4	1	-1.1	-0.1	-0.3	-14	-0.5
Cc1cc(N=Cc2c(O)n(-c3cccc(Cl)c3)c(=O)c3ccccc23)no1	57*	19	-0.3	-4	0.8	-1.3	-0.7	-3	-3.1
CC1=C(C(=O)N2CCCC(N3CCN(c4cccc(Cl)c4)CC3)C2)OCCO1 (stereo unspecified)	-1	-5	1.5	5	0.8	2.9	0.7	-4	-3.5
COC(=O)C1=C(C(=O)OC)C(c2cc(Cl)ccc2O)c2sc(=O)[nH]c2S1 (stereo unspecified)	2	18	-0.4	-4	0.9	-2.4	-0.3	-4	0.1
COc1ccc(Cc2nnc(N/N=C/c3ccc(N(C)C)cc3)[nH]c2=O)cc1OC	-2	78*	-1.3	-6	-0.6	·	-0.6	-4	2.2
O=S(=O)(c1ccc(-c2ccon2)s1)N1CCN(CCN2CCOCC2)CC1	0	-5	?	?	0.9	-0.2	0.3	-11	-2.7
O=[N+]([O-])c1ccccc1NS(=O)(=O)c1ccccc1	0	4	-0.3	-2	·	1.2	·	-4	-1.6
COc1ccc(Nc2ccc([N+](=O)[O-])c3nonc23)c(OC)c1	-10	7	-25	-49	2.4	-0.1	-1.1	-48	-1.0
Cc1ccc(S(=O)(=O)N2CCN(C(=O)c3ccc(S(=O)(=O)N4CCCC4)cc3)CC2)cc1	0	-3	·	·	0.8	-1.0	0.3	·	0.8
CCN(C(=O)CN1CCN(c2ccc(O)cc2)CC1)c1c(N)n(Cc2ccccc2)c(=O)[nH]c1=O	-1	7	0.4	0	3.0	-0.3	-1.6	-9	-0.8
N=C(N)SCc1ccc(O)c([N+](=O)[O-])c1	-10	5	-0.4	4	1.5	-3.0	2.2	-2	-0.5

In the list so far, two have a CF3 group.
SMILES	FBA Mtb inh	GDH-TPI counter	BoNT-A LC inh2	BoNT F protease	Mtb UGM inh	Mtb BioA inh	PfHsp40 rescue	Anthrax LF prot	FadD28 FP inh
O=C(Cn1cc(C(F)(F)F)ccc1=O)N/N=C/c1ccccc1	0	-2	-0.4	-1	2.7	·	-2.2	-1	-0.6
CCOC(=O)C[C@H]1c2ccc(C(F)(F)F)cc2S(=O)(=O)N1Cc1ccccc1	-1	1	-0.2	-2	-3.1	-0.1	-2.3	7	-0.7
